IkB signaling: suppresses IkB signaling in ABC-DLBCL reporter cells | AID 445 | hit rate 0.04% among 110,000 | ABC-DLBCL IkBa-CBG/CBR dual luciferase ratio, 4 h; response scale: scaled: untreated 0%, proteasome inhibitor 100% | Potency, µM (titrated, usually from 57.1 µM), inactives show top-dose IkBa stabilization activation; active = well fitted curve in the direction sought with a large enough effect in the signal ratio, not every such curve was filed as active; inconclusive = small, poorly fitted or top-dose-only effect, or a change in a side signal; the % refers to the signal ratio;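 note: the direction sought is a rising ratio; 0% = basal untreated cells and 100% = reference inhibitor full response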
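Curves were fitted separately to fusion (green), unfused (red) and ratio luminescence, then classed by r2, magnitude and activity. Cells: OCI-Ly3, 4 h compound plus doxycycline at 37C; 10 uM MG-132 defined full response.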
Peg3 imprint: genomic imprint erasure induction; mouse ES Peg3-LacZ reporter, beta-gal luminescence, 40 h; Potency, µM (titrated, usually from 60.7 µM), for the others: at the highest dose activity change, positive = activation, most hits filed as activators; hit rate 0.02% among 110,000;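 note: 0% = negative control wells on the plate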
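Gelatin-coated wells received 300 freshly trypsinized female ES cells with a Peg3LacZ-Neo reporter on the maternal allele, then incubated 40 hours at 37C. BetaGlo was added for 5 minutes at room temperature before a single luminescence read.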
p53ts 39C tox: kills p53ts cells at the nonpermissive temperature | H1299-p53A138V viability at 39C, ATP luminescence, 24 h | Potency, µM (top dose mostly 46.1 µM), without a hit: top-dose activity change, negative = cell killing, hits mostly cytotoxic | hit rate 1.5% among 130,000; note: nearly all actives have a fitted effect of over 55% in size
* marks the source's active call; other numbers are inactive results; ? = inconclusive; . = no result given; [ ] = remark or other dose. Unless noted, calls come from the whole dose curve; as a rule, active = well fitted curve in the direction sought with a large enough effect; inconclusive = small, poorly fitted or top-dose-only effect, or another doubt; inactive = no such curve, though single readings can be large; an effect the other way counts as inactive or inconclusive. Unless noted, % is set by controls: 0 for no effect and ±100 for the full control effect; potency is the fitted concentration of half-maximal effect.

Values run as follows: Peg3 imprint | p53ts 39C tox | IkB signaling
- COc1cc2c(cc1OC)-c1c(OC)c(OC)c(CO)c3c1[C@H](C2)N(C)CC3
 : . | . | 0.0%[11.4 µM]
- CC1=C[C@@H]2c3cccc4[nH]cc(c34)C[C@H]2N(C)C1
 : . | . | 4.2%
- C=C(C)[C@H]1[C@H]2OC(=O)[C@@H]1[C@]1(O)C[C@H]3O[C@]34C(=O)O[C@H]2[C@]14C
 : . | . | 0.2%[11.4 µM]
- C[C@H]1C(=O)O[C@H]2CCN3CC=C(COC(=O)[C@](C)(O)[C@@]1(C)O)[C@H]23
 : . | . | 1.1%[11.4 µM]
- CCN1C[C@@]2(COC(=O)c3ccccc3N3C(=O)C[C@H](C)C3=O)CC[C@H](OC)[C@@]34[C@@H]5CC6[C@@H](OC)C[C@@](O)([C@H]5[C@H]6OC)C(O)([C@@H]13)[C@@H](OC)[C@H]24
 : . | . | 0.2%[11.4 µM]
- COc1cc2c(cc1OC)[C@]13CCN4CC5=CCO[C@@H]6CC(=O)N2[C@@H]1[C@H]6[C@@H]5C[C@H]43
 : . | . | -0.9%[11.4 µM]
- C[C@@H](CO)NC(=O)[C@H]1C=C2c3cccc4[nH]cc(c34)C[C@H]2N(C)C1
 : . | . | -0.7%[11.4 µM]
- CC[C@@]12CCCN3CC[C@@]4(c5ccc(OC)c(O)c5N(C(C)=O)[C@H]4CC1)[C@H]32
 : . | . | -1.6%[11.4 µM]
- CC(C)[C@]1(NC(=O)[C@H]2C=C3c4cccc5[nH]cc(c45)C[C@H]3N(C)C2)O[C@@]2(O)[C@H]3CCCN3C(=O)[C@H](Cc3ccccc3)N2C1=O
 : . | . | -1.2%[11.4 µM]
- N[C@]1(C(=O)O)CC[C@@H](C(=O)O)C1
 : . | . | 0.3%
- C=CCN1C(=O)/C(=C/c2cccs2)C(=O)NC1=S
 : . | 38%[activator] | .
- COc1cc2c(cc1OC)CN(c1ccc([N+](=O)[O-])c(C(F)(F)F)c1)CC2
 : . | 10% | .
- COc1cccc(N2C(=O)NC(=O)/C(=C/c3ccc4c5c(cccc35)CC4)C2=O)c1
 : . | -8% | .
- Cc1ccc(N2C(=O)NC(=O)/C(=C/C=C/c3ccco3)C2=O)cc1
 : . | -4% | .
- Cc1ccc2c(c1)=C/C(=C\c1c(O)[nH]c(=O)[nH]c1=O)C(=O)N=2
 : . | -1% | .
- CCCCC(=O)N/N=C/c1c(O)n(Cc2ccco2)c(=O)[nH]c1=O
 : . | 16% | .
- Cc1ccc(N2C(=O)NC(=O)/C(=C\c3ccsc3)C2=O)cc1C
 : . | 11% | .
- Cc1ccccc1N1C(=O)NC(=O)/C(=C\c2cc(Br)c(N3CCOCC3)o2)C1=O
 : . | 1% | .
- CN1CCN(c2ccc(S(=O)(=O)C(F)(F)F)cc2[N+](=O)[O-])CC1
 : . | -3% | .
- CCCCN1C(=O)/C(=C/c2ccc(N3CCCCCC3)cc2)C(=O)NC1=S
 : . | 3% | .
- O=C(c1cc([N+](=O)[O-])ccc1N1CCNCC1)N1CCOCC1
 : . | 4% | .
- Cc1cc(/C=C2\C(=O)NC(=O)N(c3ccc(Cl)cc3)C2=O)c(C)n1-c1sc2c(c1C#N)CCCC2
 : . | 10% | .
- Cc1cccc(N2C(=O)NC(=O)/C(=C\c3cc(C)n(-c4sc5c(c4C#N)CCCC5)c3C)C2=O)c1C
 : . | 13% | .
- O=C(CN1CCCCC1)c1cccc(Br)c1
 : . | -7% | .
- Cc1ccc(-n2sc3ccccc3c2=O)cc1
 : . | ? | .
- O=[N+]([O-])c1ccc(C2[C@H]3C(c4ccccc4)=NC4(CCCC4)N23)cc1 (some centres not stated)
 : . | 9% | .
- CC(C)c1ccc(-n2c(O)c(/C=N/NC(=O)c3ccncc3)c(=O)[nH]c2=O)cc1
 : . | 9% | .
- O=C1CN=C(c2ccccc2)c2cc([N+](=O)[O-])ccc2N1
 : -1% | . | .
- COC(=O)[C@@]1(OC)C[C@@H]2O[C@@]1(C)n1c3ccccc3c3c4c(c5c6ccccc6n2c5c31)C(=O)N(C)C4
 : 11%[10.9 µM] | . | .
- CCCCC/C=C\C/C=C\C/C=C\C/C=C\CCCC(=O)NCCc1ccc(O)c(O)c1
 : -35%[inhibitor] | . | .
- CCOC(=O)C1=C(C)c2ccccc2OC1(C(=O)OCC)c1ccccc1 (configuration not stated)
 : -18% | . | .
- c1ccc2sc(SNC3CCCCC3)nc2c1
 : 2% | . | .
- CCOC(=O)C1(c2ccccc2)Oc2ccccc2C(c2ccc(OC)cc2)=C1C(=O)OC (configuration not stated)
 : -13% | . | .
- COc1ccc2c3c1O[C@H]1C(=O)CC[C@@]4(O)C(C2)N(CC2CC2)CCC314 (some centres not stated)
 : -12% | . | .
- CO/C1=C\C(C)=C\[C@@H](C)[C@@H](O)[C@@H](C)C/C(C)=C/C=C\[C@H](OC)C([C@@H](C)[C@@H](O)[C@H](C)[C@@]2(O)C[C@@H](O)[C@H](C)C(C(C)C)O2)OC1=O (some centres not stated)
 : -7%[2 µM] | . | .
- O=C1NC(=O)c2c1c1c3ccccc3[nH]c1c1[nH]c3ccccc3c21
 : 6% | . | .
- O[C@H]1[C@H](O)[C@@H](O)CN2CC[C@H](O)[C@H]12
 : 4% | . | .
- CCC1(c2ccccc2)CCC(=O)NC1=O (configuration not stated)
 : 9% | . | .
- CCC(CO)NC(=O)[C@@H]1C=C2c3cccc4[nH]cc(c34)C[C@H]2N(C)C1 (some centres not stated)
 : ? | . | .
- CCCCCCCCCCCCCC(=O)O[C@@H]1[C@@H](C)[C@@]2(O)[C@@H](C=C(CO)C[C@@]3(O)C(=O)C(C)=C[C@@H]23)C2C(C)(C)[C@@]21OC(C)=O (some centres not stated)
 : -38%[inhibitor] | . | .
- Oc1ccc([C@H](O)C2CCCCN2)cc1O (some centres not stated)
 : -10%[10.9 µM] | . | .
- CN(C)CCO
 : -12% | . | .
- N[C@@]1(C(=O)O)CC[C@@H](C(=O)O)C1
 : 3% | . | .
- C=C(C)[C@]12C[C@@H](C)[C@@]34OC(Cc5ccccc5)(O[C@@H]1[C@@H]3C=C(COC(=O)Cc1cc(OC)c(O)cc1I)C[C@]1(O)C(=O)C(C)=C[C@@H]41)O2
 : -35%[inhibitor] | . | .
- C[Se]C[C@H](N)C(=O)O
 : -3% | . | .
- CC(=O)O[C@H]1C(=O)[C@@]2(C)C([C@H](OC(=O)c3ccccc3)[C@]3(O)C[C@H](OC(=O)[C@H](O)[C@@H](NC(=O)c4ccccc4)c4ccccc4)C(C)=C1C3(C)C)[C@]1(OC(C)=O)CO[C@@H]1C[C@@H]2OC(=O)[C@H](C)NC(=O)c1ccc(-c2c3ccc(=O)cc-3oc3cc(O)ccc23)c(C(=O)O)c1 (some centres not stated)
 : -22%[10.9 µM] | . | .
- CC(C)NC(C)Cc1ccc(I)cc1 (configuration not stated)
 : -20% | . | .
- C[C@]12CC[C@H]3[C@@H](CCC4=CC(=O)CC[C@@H]43)[C@@H]1CC[C@@H]2O
 : 4% | . | .
- N#CC(=Cc1ccc(O)c(O)c1)C(N)=S
 : -20% | . | .
- CN1C[C@@H](CS(=O)(=O)N(C)C)C[C@@H]2c3cccc4c3c(cn4C)C[C@H]21
 : -7% | . | .
- Oc1ccc2c3c1O[C@H]1[C@@H](O)CC[C@@]4(O)C(C2)N(CC2CCC2)CCC314 (some centres not stated)
 : -10% | . | .
- CCCN1CCC[C@@H]2Cc3n[nH]cc3C[C@H]21
 : 5% | . | .
- CC(C)CC(NP(=O)(O)O[C@@H]1O[C@@H](C)[C@H](O)[C@@H](O)[C@H]1O)C(=O)NC(Cc1c[nH]c2ccccc12)C(=O)O (some centres not stated)
 : -11% | . | .
- COC(=O)[C@@H]1C[C@H](OC(C)=O)C(=O)[C@H]2[C@@]1(C)CC[C@H]1C(=O)O[C@H](c3ccoc3)C[C@]21C
 : 5% | . | .
- O=C(Nc1ccc(Br)cc1)c1cc(Br)cc(Br)c1O
 : -66%[inhibitor] | . | .
- COc1cc(C[C@@H](C)N)c(OC)cc1I
 : -13% | . | .
- Oc1ccc2c3c1O[C@H]1c4[nH]c5c(c4C[C@@]4(O)[C@@H](C2)N(CC2CC2)CC[C@]314)C[C@@]1(O)[C@H]2Cc3ccc(O)c4c3[C@@]1(CCN2CC1CC1)[C@H]5O4
 : -9% | . | .
- C[C@]12CC[C@H]3[C@@H](CCC4C[C@H](O)CC[C@@]43C)[C@@H]1CC[C@@H]2O (some centres not stated)
 : -8% | . | .
- OC(O)C(Cl)(Cl)Cl
 : 4% | . | .
- CC(N)Cc1c[nH]c2ccc(OCc3cccs3)cc12 (configuration not stated)
 : -34%[inhibitor] | . | .

Later entries.
Values run as follows: Peg3 imprint | p53ts 39C tox | IkB signaling
- O=C(O)C[SH+]CC(=O)O.O=C(O)C[SH+]CC(=O)O.[Cu]
 : -10%[10.9 µM] | . | .
- CC(=O)OCC(N)C(=O)c1ccccc1 (configuration not stated)
 : 3% | . | .
- C/C(O)=C(\C#N)C(=O)Nc1cc(Br)ccc1Br
 : -16% | . | .
- NC(C(=O)O)c1cc(=O)[nH]o1 (configuration not stated)
 : 7% | . | .
- CCCC[C@H]1C(=O)O[C@H](C)[C@H](NC(=O)c2cccc(NC=O)c2OC)C(=O)O[C@@H](C)[C@@H]1OC(=O)CC(C)C
 : -29% | . | .
- C=CCN1CC[C@@]2(C)c3cc(O)ccc3CC1[C@@H]2C
 : -9% | . | .
- CC12NC(Cc3ccccc31)c1ccccc12 (configuration not stated)
 : -1% | . | .
- CN1CC[C@@]2(C)c3cc(O)ccc3N(C)C12 (some centres not stated)
 : -64%[inhibitor] | . | .
- CC(N)[C@H](O)c1ccc(O)c(O)c1 (some centres not stated)
 : -14% | . | .
- CCCN1CC[C@@H]2c3cc(O)ccc3CC[C@@H]21
 : -2% | . | .
- Clc1ccc(C2CC3CCC2N3)cn1 (configuration not stated)
 : -8% | . | .
- NC(N)=N/N=C/c1c(Cl)cccc1Cl
 : -34%[inhibitor] | . | .
- Cc1nn(C)c(C)c1-c1cccc2c1CCC(N(C)C)C2 (configuration not stated)
 : -6% | . | .

High-throughput results deposited in PubChem BioAssay by National Center for Advancing Translational Sciences (NCATS).

These rows are one share of the data, so the mix of outcomes need not match the whole.
